C-LANA FP = KSHV C-LANA DNA binding inhibition; MBP-C-LANA/FAM-LBS DNA binding, fluorescence polarization; inhibition, % at 9 µM; 340,000 tested, 0.078% active; AID 504423;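 active = highest replicate inhibition at or above 60% at 9 µM, even if other replicates fall short; inactive = all replicates below 60% inhibition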;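 also: 0% = neutral control wells and 100% = 4 µM acridine orange control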
SR-BI DiI inh = blocks mouse SR-BI lipid uptake from DiI-HDL | inhibition, % at 12.5 µM | AID 488896 | Q61009 | ldlA[mSR-BI] CHO cells, DiI-HDL uptake fluorescence, 3 h | 320,000 tested, 0.96% active;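 active = mean replicate inhibition of at least 70% and a set share of replicates each scoring 70 or more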;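 also: 0% = median of neutral control wells and 100% = median of positive control wells; values of inactives mirror those of a sister screen read the other way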
Target sequence (Q61009 whole entry, looked up): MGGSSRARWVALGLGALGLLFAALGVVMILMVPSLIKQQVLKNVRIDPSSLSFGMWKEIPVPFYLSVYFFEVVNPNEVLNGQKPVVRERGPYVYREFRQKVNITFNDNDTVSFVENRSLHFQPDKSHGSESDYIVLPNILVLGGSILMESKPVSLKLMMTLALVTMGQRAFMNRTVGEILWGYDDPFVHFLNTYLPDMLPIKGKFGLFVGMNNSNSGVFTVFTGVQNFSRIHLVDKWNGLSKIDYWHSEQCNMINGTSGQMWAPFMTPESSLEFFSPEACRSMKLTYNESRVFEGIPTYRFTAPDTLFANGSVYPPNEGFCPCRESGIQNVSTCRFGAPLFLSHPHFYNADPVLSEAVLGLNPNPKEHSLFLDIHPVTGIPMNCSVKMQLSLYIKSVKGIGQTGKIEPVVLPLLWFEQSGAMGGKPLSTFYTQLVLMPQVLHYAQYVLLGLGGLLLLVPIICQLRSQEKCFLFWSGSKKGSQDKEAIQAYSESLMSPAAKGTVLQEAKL
PvdQ inh = blocks Pseudomonas aeruginosa PvdQ acylase activity; inhibition, % at 10 µM; AID 488965; purified PvdQ acylase, fluorescence plate reader; 340,000 tested, 0.063% active; in the data active = inhibition above about 30%, passing the limit was not always enough;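 also: 0% = vehicle neutral wells and 100% = reference inhibitor wells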
Arr AP2 block = human beta-arrestin and AP2 interaction inhibition; FITC-arrestin peptide / GST-AP2 beads, flow cytometry; AP2 beta2 appendage carries R879A mutation; inhibition, % at 10 µM; 340,000 tested, 0.31% active;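 active = inhibition above a set limit, near 3 SD of compounds lacking own fluorescence, cut at about 54% in these data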;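 also: plate controls were DMSO wells for no effect and 5 µM unlabelled arrestin peptide for full effect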
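test system = AP2 appendage R879A on GSH beads | buffer or medium = PBS plus Tween 20 (0.05%) and BSA (0.1%) | incubation = 12 min plus 1 h, RT | detection = bead flow cytometry, FITC channel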
Cardiac RTF inh = cardiac RTF calcium desensitization | AID 493244 | inhibition, % at 7.15 µM | 340,000 tested, 0.12% active | IANBD-labeled cardiac RTF, Ca2+ fluorescence;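 active = inhibition above the mean inhibition of all tested compounds plus 3 SD, cut at about 17% in these data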;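 also: assay run at fixed EC70 calcium of 1.6 mM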
DAGLB inhibitor = blocks human DAGLB lipase activity | Q8NCG7 | HEK293T DAGLB membrane lysate, EnzChek fluorogenic substrate | inhibition, % at 5.17 µM | 340,000 tested, 0.059% active; in the data active = inhibition above about 34%;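 also: 0% = enzyme with vehicle and 100% = wells lacking enzyme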
Keap1 Nrf2 FP = disrupts human Keap1 binding to Nrf2 peptide; Q14145; AID 504523; 340,000 tested, 0.15% active; inhibition, % at 9.4 µM; Keap1 Kelch-Nrf2 peptide fluorescence polarization, 1536-well; in the data active = inhibition above about 12%;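 also: human Keap1 Kelch domain with fluorescein labeled Nrf2 9mer peptide probe; 0% = neutral control wells and 100% = peptide positive control; higher means more block of Keap1 binding to Nrf2 peptide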
Target sequence (Q14145 whole entry, looked up, the tested form may be a part): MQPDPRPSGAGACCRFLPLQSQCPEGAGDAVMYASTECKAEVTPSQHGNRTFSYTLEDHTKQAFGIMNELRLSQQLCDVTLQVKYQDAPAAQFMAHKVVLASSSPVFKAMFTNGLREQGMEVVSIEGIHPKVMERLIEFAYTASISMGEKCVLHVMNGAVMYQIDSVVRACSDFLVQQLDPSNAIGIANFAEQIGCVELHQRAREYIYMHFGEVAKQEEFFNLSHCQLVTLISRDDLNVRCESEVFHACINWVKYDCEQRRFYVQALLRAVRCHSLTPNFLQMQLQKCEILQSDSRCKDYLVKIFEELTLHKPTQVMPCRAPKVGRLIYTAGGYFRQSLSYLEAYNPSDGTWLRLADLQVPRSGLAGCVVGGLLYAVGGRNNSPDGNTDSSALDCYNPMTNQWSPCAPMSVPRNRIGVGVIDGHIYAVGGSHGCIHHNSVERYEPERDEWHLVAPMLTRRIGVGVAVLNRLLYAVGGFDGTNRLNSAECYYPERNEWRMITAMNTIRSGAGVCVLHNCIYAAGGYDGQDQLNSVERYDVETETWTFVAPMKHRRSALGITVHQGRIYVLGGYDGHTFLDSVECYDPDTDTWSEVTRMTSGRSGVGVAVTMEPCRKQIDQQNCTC
PKA-R2B activ = PKA-R2B complex activation. 340,000 tested, 0.079% active. AID 504700. activation, % at 11.4 µM. P22694+P31323. PKA-R2B holoenzyme dissociation, Cy5-IP20 fluorescence polarization; R2B truncated from residue 108, S112A mutant; 0% DMSO only, 100% 113 µM cGMP;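 active = activation above a cutoff set at the mean over all compounds plus 3 SD, cut at about 18% in these data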;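 also: higher means more holoenzyme dissociation and a rise in polarization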
SR-BI uptake up = activators of SR-BI mediated HDL lipid uptake; CHO ldlA[mSR-BI] cells, DiI-HDL uptake fluorescence, 3 h; 100 = double the neutral-control signal; activation, % at 12.5 µM; 320,000 tested, 0.096% active; AID 504775;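 active = mean replicate activation of at least 60% and every replicate at or above 60%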;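 also: 0% = median plate neutral-control signal and 100% = twice that signal; values of inactives mirror those of a sister screen read the other way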
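Material: SR-BI-overexpressing, LDLR-lacking CHO cells; schedule: compound exposure 3 h, 37 °C; reagent: DiI-labelled HDL at 10 µg/mL final; technique: bottom-read fluorescence, 550/595 nm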
NSD2 inh = blocks human histone methyltransferase NSD2; O96028; NSD2 peptide methylation, AlphaScreen, 120 min; inhibition, % at 12.5 µM; 310,000 tested, 0.54% active; AID 743445; in the data active = inhibition above about 50%
* hit, by the source's call; / = no result given.

Values run as follows: C-LANA FP	SR-BI DiI inh	PvdQ inh	Arr AP2 block	Cardiac RTF inh	DAGLB inhibitor	Keap1 Nrf2 FP	PKA-R2B activ	SR-BI uptake up	NSD2 inh
- O=C(CSc1nc(C(F)(F)F)cc(=O)[nH]1)Nc1cccc2ccccc12
 : -1.5	-9.8	6.2	13.7	-6.6	2.1	-5.7	-12.3	9.8	-0.3
- Nc1nc(-c2cccnc2)nn1C(=O)c1ccc(Cl)cc1
 : -0.1	-18.2	-6.9	-5.9	-14.3	1.7	-8.8	-8.4	18.2	-5.1
- CCOC(=O)N1CCC(N2Cc3cccc(C(=O)Nc4cc(F)ccc4F)c3C2=O)CC1
 : -0.7	56.5	6.5	-5.0	-0.3	1.7	-7.5	1.3	-56.5	/
- Nc1ncnc2c1ncn2[C@@H]1O[C@H](CN=C2NS(=O)(=O)c3ccccc32)[C@@H](O)[C@H]1O
 : -0.2	-30.5	-0.7	4.2	2.6	-0.2	-8.1	-2.0	30.5	/
- COc1ccc(CC(=O)Nc2nccs2)cc1OC
 : 0.3	-15.3	-6.8	1.4	2.6	3.7	-4.6	4.1	15.3	3.6
- COc1cc(/C=N/NC(=O)c2cccnc2)ccc1OCC(=O)N1CCOCC1
 : -1.1	-14.6	14.4	-4.8	-6.0	-2.1	1.4	-12.5	14.6	-4.1
- Cc1cc(N2CCN(S(=O)(=O)Cc3ccccc3)CC2)n2ncnc2n1
 : 0.7	11.3	8.2	18.9	-1.7	-1.6	1.0	-2.2	-11.3	/
- CC1CCN(C(=O)CCNS(=O)(=O)c2ccc(Br)cc2)CC1
 : 0.5	-6.3	-0.9	-12.3	-3.5	-2.1	-0.9	-9.2	6.3	0.8
- CN(CC(=O)NCc1ccc(Cl)cc1)S(=O)(=O)c1cccc2cccnc12
 : 0.1	-8.9	10.3	-6.5	-6.0	0.1	-2.2	-0.4	8.9	/
- O=S(=O)(NCc1cn2ccsc2n1)c1cccs1
 : 0.2	-25.8	-8.6	1.0	-1.0	-1.4	-1.4	0.9	25.8	-1.3
- COc1ccccc1OCC(=O)Nc1ccc(S(=O)(=O)N2CCN(C)CC2)cc1
 : 0.2	-18.6	-5.7	4.0	-13.2	-3.5	-2.0	-1.1	18.6	3.6
- COc1ccc(OC)c(/C=C/C(=O)N(C)CC(=O)Nc2cc(C)ccc2C)c1
 : 0.1	31.7	-3.6	4.7	-19.1	-0.4	-1.9	-10.8	-31.7	-6.7
- CCCCCCSc1cccc(-c2nc3ccc(C)cn3c2NCc2ccccc2)c1
 : 0.3	27.1	-10.8	0.2	4.7	-14.6	0.0	-21.6	-27.1	/
- CCOc1ccc(C(C(=O)NCC2CCCO2)N(C(=O)c2snc(C(N)=O)c2N)c2ccccc2F)cc1 (centres undefined)
 : 0.4	4.9	-15.7	-12.3	-13.1	-0.5	-2.3	-7.2	-4.9	-5.7
- COc1ccc(NC(=O)CSc2nc3c([nH]c4ccccc43)c(=O)n2C)cc1
 : -1.8	/	-9.3	2.2	-2.9	-0.8	-0.1	-9.3	/	/
- CCOc1ccc2nc(NS(C)(=O)=O)sc2c1
 : 0.5	0.7	-17.3	9.2	4.8	0.5	-5.5	-19.6	-0.7	-1.2
- CC(Cc1ccccc1)N/C=C1/CC(=O)NC1=O (centres undefined)
 : 0.8	-16.7	1.5	41.7	0.6	0.1	-1.3	3.4	16.7	13.5
- c1ccc(-c2cn3c(n2)CCC3)cc1
 : -0.2	-8.3	-10.8	-16.4	-0.5	-2.9	-5.7	3.8	8.3	1.8
- COc1cccc(C=NNC(=S)NN=Cc2cccc(OC)c2OC)c1OC
 : 0.2	24.5	-9.3	-0.4	5.6	-2.8	-4.2	4.4	-24.5	-0.6
- CCn1cc([C@@H]2C[C@H]3CN(Cc4cccc(Cl)c4)C(=O)[C@]34CCCN24)cn1
 : 0.7	-3.0	-10.7	-4.6	/	/	1.3	/	3.0	3.8

Complete entries from above. Values in the order: C-LANA FP	SR-BI DiI inh	PvdQ inh	Arr AP2 block	Cardiac RTF inh	DAGLB inhibitor	Keap1 Nrf2 FP	PKA-R2B activ	SR-BI uptake up	NSD2 inh
`Nc1nc(-c2cccnc2)nn1C(=O)c1ccc(Cl)cc1` reads -0.1	-18.2	-6.9	-5.9	-14.3	1.7	-8.8	-8.4	18.2	-5.1
`CCn1cc([C@@H]2C[C@H]3CN(Cc4cccc(Cl)c4)C(=O)[C@]34CCCN24)cn1` reads 0.7	-3.0	-10.7	-4.6	/	/	1.3	/	3.0	3.8

Continued.
Values run as follows: C-LANA FP	SR-BI DiI inh	PvdQ inh	Arr AP2 block	Cardiac RTF inh	DAGLB inhibitor	Keap1 Nrf2 FP	PKA-R2B activ	SR-BI uptake up	NSD2 inh
- Cc1ccc2nc(N3CCN(C=O)CC3)nc(-c3ccccc3)c2c1
 : 1.2	11.1	-18.8	11.3	-1.3	-2.7	-3.9	-12.3	-11.1	/
- Cc1ccc(O)c(C(=O)c2cc(C#N)c3nc4ccccc4n3c2)c1
 : -1.0	41.2	-11.7	-11.7	-11.0	0.8	-4.4	-5.7	-41.2	0.5
- CCOC(=O)c1c(NC(=O)CC2SC(N)=NC2=O)sc2c1CCC(C)C2 (centres undefined)
 : 0.2	-6.5	-5.1	10.1	-2.8	4.5	2.4	3.8	6.5	-0.8
- ClC(Cl)(Cl)c1nc(N/N=C/c2ccncc2)c2ccccc2n1
 : 0.5	1.8	-3.2	11.3	1.2	-3.9	-3.7	3.2	-1.8	0.2
- CCCC(=O)C1=C(O)C(C(=O)OC)C(C)(C)CC1=NCCCCCC(=O)O (centres undefined)
 : 1.7	/	5.6	5.4	-9.0	1.5	-3.0	-8.3	/	20.9
- CSc1ncccc1C(=O)OCC(=O)c1cccc(Br)c1
 : -0.1	15.6	-9.3	8.0	-10.1	-6.7	-3.7	1.8	-15.6	1.8
- CC(C(=O)NCC1(c2ccccc2)CCCC1)N1CCCC1 (centres undefined)
 : 0.0	-0.2	3.7	21.1	-5.5	3.0	-6.0	-2.4	0.2	0.7
- COc1ccc(N(C)S(=O)(=O)c2ccc3c(c2)oc(=O)n3C)cc1
 : -0.8	-7.9	0.8	15.6	2.2	-2.9	-3.0	-8.6	7.9	2.6
- C[C@H](CO)N1C[C@H](C)[C@@H](CN(C)S(C)(=O)=O)Oc2ccc(NC(=O)C3CC3)cc2C1=O
 : -0.9	-29.5	-1.7	5.2	-3.9	1.3	-3.0	-2.2	29.5	/
- COc1ccc(/C=C(\C#N)C(=O)NC2CCS(=O)(=O)C2)cc1OC (centres undefined)
 : -3.1	2.6	-8.5	-3.4	3.7	-0.6	-4.2	11.7	-2.6	0.5
- COc1cc(NC(=O)Cc2nn(C)c(=O)c3ccccc23)cc(OC)c1
 : 1.6	14.7	-12.6	-4.6	-5.3	1.4	-7.2	5.5	-14.7	-2.4
- CN(Cc1ccccc1)c1nc(N)c([N+](=O)[O-])c(NCc2ccccc2)n1
 : -0.5	-2.0	-2.9	3.6	-7.6	-5.4	-3.5	5.0	2.0	0.6
- COc1ccc(CN2CCNC(=O)C2CC(=O)NC2CCCC2)c(C)c1C (centres undefined)
 : -0.7	-3.0	-17.6	-13.2	-7.5	2.3	-2.3	-4.3	3.0	0.6
- COc1ccccc1NC(=O)Cn1nnc(-c2ccccc2NC(=O)c2cc3ccccc3oc2=O)n1
 : 1.2	-2.1	-1.8	3.8	-6.1	-3.4	-4.5	-0.4	2.1	/
- Cc1ccc(S(=O)(=O)N(C)c2ccc(OC(=O)CN3C(=O)NC(C)(c4ccccc4)C3=O)cc2)cc1C (centres undefined)
 : -1.6	13.8	-11.0	1.2	-2.3	-1.6	-4.6	-4.4	-13.8	-2.6
- CCn1cc2c(c1-c1cccc(C)c1)c(=O)n(C)c(=O)n2C
 : 0.4	-22.5	-19.2	-9.2	-5.9	-1.2	-1.7	-1.5	22.5	5.4
- Cn1c(SCCN2CCCC2)nnc1C1CCN(S(=O)(=O)c2cccc(F)c2)CC1
 : -2.4	/	-20.5	-6.2	-10.2	-2.0	-3.5	0.5	/	1.1
- CCC(=O)N1CCC2(CC1)Oc1ccc(F)cc1C(=O)C21CC(c2cccnc2)=NO1 (centres undefined)
 : -1.7	-14.5	-15.5	17.3	-24.2	0.6	-1.0	-12.0	14.5	/
- O=C(/C=C/c1cccc(F)c1)Nc1ccc(S(=O)(=O)N2CCOCC2)cc1
 : 2.8	32.4	-10.3	-1.6	1.5	-2.3	-2.6	6.8	-32.4	0.0
- CN(C)S(=O)(=O)c1ccc(C(=O)OCC(=O)NCc2ccccc2)cc1
 : -0.2	3.1	-5.2	-11.8	5.1	0.9	1.7	-0.4	-3.1	-0.8
- CN1CCN(c2ccc(Cl)cc2NC(=O)c2ccc(S(=O)(=O)N3CCCCCC3)cc2)CC1
 : 0.2	37.7	-11.5	-4.7	-7.9	-0.6	-4.0	5.7	-37.7	-2.7
- CCOc1ccc(-c2cc(C(=O)NCC3CCCO3)c3ccccc3n2)cc1 (centres undefined)
 : -1.4	59.1	-10.3	-1.2	-5.1	-0.7	-8.5	4.9	-59.1	-3.0
- CC(C)(C)c1ccc(OCCC(=O)Nc2cccc(S(=O)(=O)N3CCCC3)c2)cc1
 : 0.7	5.4	-0.2	23.4	13.2	-7.8	-4.5	-11.0	-5.4	-1.1
- Nc1ccc(C(=O)N(CCO)CCO)cc1
 : 1.2	-3.2	3.1	39.4	0.6	0.8	-5.5	12.6	3.2	-0.1
- COC(=O)C1=C(C)Nc2nnnn2C1c1ccco1 (centres undefined)
 : -0.1	-17.4	-13.3	7.9	4.1	2.3	-6.1	-5.2	17.4	1.6
- Cc1ccc2c(c1)N(C(=O)CCC(=O)O)CCO2
 : 0.0	-16.4	-9.9	0.6	-5.1	1.9	-3.3	8.1	16.4	-3.2
- CCc1ccccc1Nc1nc(N)nc(CSc2nnc3ccccn23)n1
 : -1.5	-32.6	1.0	-3.3	1.7	0.8	-1.1	-5.8	32.6	-2.8
- O=C(NCc1ccccc1)C1CCCN(S(=O)(=O)c2cccc3nsnc23)C1 (centres undefined)
 : 3.1	5.4	-5.4	6.0	-3.5	-0.3	-5.3	6.1	-5.4	8.8
- O=C(CNCCO)N1CCc2ccccc21
 : -0.6	-5.1	-12.4	-3.9	-5.8	-0.2	-0.5	-8.7	5.1	1.2
- COc1ccccc1S(=O)(=O)Nc1ccc(-c2nnc3n2CCCCC3)cc1
 : -1.0	-29.5	-2.5	9.0	-4.5	-0.5	0.6	3.5	29.5	-6.1
- CCCCN1CC(COCc2ccccc2)Oc2cccc(OCCN3C(=O)[C@@H]4[C@H](C3=O)C3C=C[C@H]4C3)c2S1(=O)=O (some centres undefined)
 : 0.1	36.7	-6.5	-13.9	-4.2	-11.3	3.3	-1.1	-36.7	/
- O=C(Nc1ccc(OCC(F)(F)C(F)F)c(C(F)(F)F)c1)c1ccccc1
 : -1.5	46.3	2.1	39.5	-4.9	-3.5	-4.3	-10.9	-46.3	/
- CCOC(=O)C1=C(C)N(C)C(C)=C(C(=O)OCC)C1c1ccsc1
 : 0.4	-1.7	-9.4	12.3	-5.1	-3.1	-3.9	-12.5	1.7	-1.5

Compound activity deposited in PubChem BioAssay by several laboratories.

Compounds were not picked by outcome; 2.1% or so of the library scored in one or more.
